mcGAS inh = blocks mouse cGAS activity; recombinant cGAS, Kinase-Glo ATP depletion luminescence; inhibition, % at 12.5 µM; 160,000 tested, 0.15% active; Q8C6L5;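 also: 0% = negative control wells and 100% = reference inhibitor with no enzyme activity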
NPYLR7 agonist = activates Aedes aegypti NPYLR7 receptor. HEK293T NPYLR7/Galpha15, GCaMP6s calcium fluorescence. activation, % at 10 µM. 270,000 tested, 0.15% active. AID 1259423; in the data active = activation above about 40%;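 also: 0% = vehicle and 100% = reference agonist at the receptor; some compounds past the cut are filed as inactive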
hcGAS inh = human cGAS inhibition | Q8N884 | recombinant h-cGAS, ATP depletion, Kinase-Glo luminescence | inhibition, % at 12.5 µM | 290,000 tested, 0.081% active | AID 1259398;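 also: 0% = vehicle reaction and 100% = reaction without DNA for no activity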
Target sequence (Q8N884 whole entry, looked up): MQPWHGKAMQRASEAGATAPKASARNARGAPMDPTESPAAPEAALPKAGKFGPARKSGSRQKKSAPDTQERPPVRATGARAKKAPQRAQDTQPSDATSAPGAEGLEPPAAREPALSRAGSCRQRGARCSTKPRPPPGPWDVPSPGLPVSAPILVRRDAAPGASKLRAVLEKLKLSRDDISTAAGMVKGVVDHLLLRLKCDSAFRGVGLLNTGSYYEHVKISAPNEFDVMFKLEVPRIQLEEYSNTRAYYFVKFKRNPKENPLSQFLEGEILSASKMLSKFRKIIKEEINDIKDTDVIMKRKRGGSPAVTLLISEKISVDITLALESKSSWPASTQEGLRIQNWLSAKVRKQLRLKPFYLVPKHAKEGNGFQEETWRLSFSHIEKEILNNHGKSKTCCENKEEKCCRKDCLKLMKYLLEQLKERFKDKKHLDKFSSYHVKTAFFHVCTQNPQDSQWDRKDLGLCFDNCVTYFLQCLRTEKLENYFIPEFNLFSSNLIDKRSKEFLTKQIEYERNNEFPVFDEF
Starred values were filed as active, the others as inactive; / = not tested or not shown. Rule as the data show it, unless noted: active = inhibition above about 40%; inactive = the rest. Random draw from the library; 0.29% or so of the library scored in one or more.

The line under a structure holds: hcGAS inh | mcGAS inh | NPYLR7 agonist
C=CCn1c(SCCN2CCCCC2)nc2c1c(=O)[nH]c(=O)n2C
    -4.3 | -7.0 | 6.9
Cc1cccc(NC(=O)CC(=O)NC(C)c2cnn(-c3ccccc3F)c2)c1C (stereo not given)
    -5.4 | -10.0 | -2.7
CCc1c(C)sc2nc(/C(=C/c3cccs3)C(=O)N3CCOCC3)[nH]c(=O)c12
    -4.9 | / | 0.0
O=C(CCN1C(=O)c2ccc([N+](=O)[O-])cc2C1=O)Nc1ccc(C(=O)O)cc1
    -3.7 | / | -5.9
COc1cc(-c2nc(COC(=O)c3nnn(-c4ccc(C)c(C)c4)c3C)c(C)o2)cc(OC)c1OC
    -6.8 | -7.0 | 5.7
CSc1nnc(C)c(=O)n1COC(=O)C(c1ccccc1)c1ccccc1
    -8.1 | -7.2 | 0.2
Cc1ccc(C)c(CN(Cc2ccccc2)Cc2nc(C(=O)NCc3cccnc3)co2)c1
    0.9 | 0.7 | -9.7
COc1ccc(C(=O)NCCc2nnc3ccc(SCC(=O)Nc4cccc(OC)c4)nn23)cc1
    -5.1 | -8.7 | 4.9
O=C(CSc1nnc(NC(=O)c2ccccc2)s1)Nc1ccccc1C(F)(F)F
    -2.9 | / | -5.6
COc1cccc(C=Nc2ccc(N3CCOCC3)cc2)c1OCC(=O)N1CCCCC1
    7.7 | / | 4.1
COC(=O)c1cc(NC(=O)c2cc3cc(OC)ccc3oc2=O)cc(C(=O)OC)c1
    -9.0 | -6.1 | -1.0
COc1cccc(-c2nc(=S)c3c([nH]2)Oc2ccccc2C3)c1OC
    -4.0 | -3.1 | 3.9
CCc1c(C)nc(-n2nc(C)cc2NC(=O)Cc2ccc([N+](=O)[O-])cc2)[nH]c1=O
    -3.4 | 0.0 | -3.4
Cc1cccc(-c2nc(C)c(Cc3ccccc3)c(N3CCNCC3)n2)c1
    -3.5 | / | -3.4
COCCCNC(=O)c1c(O)nc2sccn2c1=O
    -5.6 | -6.5 | -0.4
Cc1cc(=O)oc2cc(CN3CCC(N)(C(=O)O)C3)ccc12 (stereo not given)
    -3.1 | -8.9 | 2.1
O=C(C=Cc1ccc(Br)cc1F)c1ccc(O)cc1
    -7.5 | / | 14.5
COc1ccc(CCN(Cc2ccc(C)o2)C(=O)CN(C(=O)c2ccc(F)cc2)C2CCCCC2)cc1OC
    -3.2 | -5.2 | /
CN(CC(=O)NC(C(N)=O)c1ccc(Cl)cc1)C(=O)c1ccco1 (stereo not given)
    1.3 | -0.6 | -4.1
Cc1ccc(S(=O)(=O)NCCCNc2ncnc3c2CCNC3)cc1
    1.8 | -7.1 | 5.2
O=C(c1ccc(Cl)cc1)C1CCCN(C(=O)C2=CCCCC2)C1 (stereo not given)
    -6.1 | / | 15.8
OC(COCc1ccco1)CN(Cc1ccc(F)cc1)Cc1ccco1 (stereo not given)
    -4.0 | -5.2 | 23.3
CC(C)CCNC(=O)N1CCCC1c1cc(C(C)C)no1 (stereo not given)
    -4.6 | / | -3.9
O=C(CCC1CCN(C(=O)c2cnsn2)CC1)NCC1CCCO1 (stereo not given)
    1.8 | / | 0.1
Cc1cc(C)nc(NS(=O)(=O)c2ccc(NC(=O)c3cc(Cl)cc(Cl)c3)cc2)n1
    -3.5 | -4.4 | -13.5
COc1cccc(OCCCOc2cccc3ccccc23)c1
    -13.5 | / | 18.3
CC(=O)Nc1ccc(CN(C)c2c(C)nc3ccc(C(=O)Nc4ccc5c(c4)OCC(=O)N5)cn23)cc1
    -0.4 | -1.7 | 8.9
Cc1ccn(-c2ccc(N3CCN(C(=O)c4ccc(Cl)cc4)CC3)nn2)n1
    -3.9 | -9.6 | -7.0
CCC(C)N(CC(=O)N(Cc1ccc(F)cc1)Cc1cccs1)C(=O)c1ccc(Cl)cc1 (stereo not given)
    -10.7 | -5.1 | 14.9
Cc1nn(C)c(C)c1C(C)NC(=O)NC1CC2CCC1(C)C2(C)C (stereo not given)
    -9.4 | / | 9.4

Going on with the list.
The line under a structure holds: hcGAS inh | mcGAS inh | NPYLR7 agonist
O=C(CN1CCCCC1)N1N=C2c3ccccc3CCC2C1c1cccs1 (stereo not given)
    -3.8 | / | 6.9
CC(C)C(=O)Nc1ccc(-c2ccc3nncn3n2)cc1
    -5.0 | -7.3 | -12.8
COC(=O)c1cnc(Nc2nc(C(N)Cc3ccccc3)cs2)nc1C(F)(F)F (stereo not given)
    -2.9 | -3.2 | -7.4
COCCN(CC(=O)N(CCc1c[nH]c2ccccc12)Cc1ccc(F)cc1)C(=O)Nc1ccc(C#N)cc1
    7.4 | -3.0 | 2.6
CCCCn1c(=O)c2c(nc3n2CCN3c2ccc(C)cc2)n(C)c1=O
    -3.6 | / | 4.6
CCc1ccc(-c2ccc(SCc3ccccn3)nn2)cc1
    0.5 | -7.1 | -0.3
COC[C@@H]1[C@@H](NC(=O)c2cc(C3CC3)[nH]n2)[C@@H]2CCO[C@H]12
    -8.3 | -6.5 | /
CNc1nnc(SCc2cccc(Cl)c2)s1
    -5.8 | / | 13.9
COCCN(CC(=O)N(Cc1cccn1Cc1ccccc1Cl)CC(C)C)C(=O)c1cccc(F)c1
    1.3 | -3.6 | -2.3
C/C(=C\C(=O)Nc1ccccc1C(=O)O)c1ccc2ccccc2c1
    0.9 | -5.8 | -13.7
Cc1cc(NC(=O)CN2CCCC3(CCCc4ccccc43)C2)n(C)n1 (stereo not given)
    -3.9 | / | 8.5
CCCC(=O)N1CCC1(C)C(=O)NS(=O)(=O)Cc1cccc(Cl)c1 (stereo not given)
    4.9 | / | 0.6
COc1cc(Nc2ccc(NC(=O)C(C)C)cc2)nc(C)n1
    -9.2 | -8.6 | 9.8
COc1cccc(-c2nn(-c3ccccc3)cc2CN(Cc2c(C)nn(C)c2C)C2CC2)c1
    -9.6 | -9.2 | 11.1
CCOc1ccccc1NC(=O)CSc1ncnc2sc3c(c12)CCCC3
    -6.3 | -7.6 | -6.5
CCCCCCCc1c(O)nc(SCCN(CCC)CCC)[nH]c1=O
    -6.5 | / | 4.9
COC1CCCCC1NC(=O)N[C@H](CCO)c1ccccc1 (stereo not given in full)
    -1.9 | / | 5.0
Cc1cccnc1CCNC(=O)c1ccc(OC2CCN(Cc3ccccn3)CC2)cc1
    0.6 | 0.4 | -1.8
CCOc1ccc(OCC(=O)Nc2c3c(nn2C(C)(C)C)CSC3)cc1
    -5.1 | -7.4 | 0.2
CCOc1nc(-c2ccc(OC)cc2)n(-c2cccc(NC(=O)c3ccc([N+](=O)[O-])cc3)c2)n1
    1.3 | -8.7 | 24.2
CCc1nc2ccc(C(=O)Nc3ccc(OC)c(OC)c3)cn2c1N(CC)CCN(C)C
    0.0 | 1.3 | 0.4
COc1ccc(NC(=O)N2CCN(c3nc(Cc4ccc(C)cc4)nc4onc(-c5cccnc5)c34)CC2)c(OC)c1
    -8.5 | -8.4 | 24.3
O=C(C1C[C@H]1c1ccccc1)N1CCN(CC(OCc2c(F)cccc2F)c2ccc(Cl)cc2)CC1 (stereo not given in full)
    -9.8 | -8.6 | /
Cc1cc(C)nc(SCc2cnc(C)nc2N)n1
    -5.0 | / | 9.8
O=C(O)CC/C(=N/NC(=O)c1ccccc1Br)c1ccccc1
    0.0 | / | -1.5
CSc1ncccc1C(=O)N(C)Cc1nc(C)no1
    4.5 | / | 0.1
CCCCCCC(=O)N(C)C(C)C(=O)c1c(C)c(C(=O)OCC)n(C)c1C (stereo not given)
    -1.9 | -2.1 | -0.3
O=C(N1CCOCC1)N1CCN(Cn2nc(-c3cccc(Cl)c3)oc2=S)CC1
    -0.3 | / | 5.8
COc1ccc(S(=O)(=O)NCCc2csc3nc(-c4cccs4)nn23)c(OC)c1
    -3.7 | -4.2 | 17.4
Cc1nn(C)c(C)c1CCC(=O)NC[C@H]1C[C@H]2C=C[C@H]1C21CC1
    -0.5 | / | 4.2

Rewritten bar-delimited: part of the list above.
Structure | hcGAS inh | mcGAS inh | NPYLR7 agonist
COC(=O)c1cnc(Nc2nc(C(N)Cc3ccccc3)cs2)nc1C(F)(F)F (stereo not given) | -2.9 | -3.2 | -7.4
COCCN(CC(=O)N(CCc1c[nH]c2ccccc12)Cc1ccc(F)cc1)C(=O)Nc1ccc(C#N)cc1 | 7.4 | -3.0 | 2.6
CCCCn1c(=O)c2c(nc3n2CCN3c2ccc(C)cc2)n(C)c1=O | -3.6 | / | 4.6
CCc1ccc(-c2ccc(SCc3ccccn3)nn2)cc1 | 0.5 | -7.1 | -0.3
COC[C@@H]1[C@@H](NC(=O)c2cc(C3CC3)[nH]n2)[C@@H]2CCO[C@H]12 | -8.3 | -6.5 | /

Remaining list, next part:
The line under a structure holds: hcGAS inh | mcGAS inh | NPYLR7 agonist
N#CC1(c2ccccc2)CCN(C(=O)C2CC=CCC2C(=O)NCCNc2ccc([N+](=O)[O-])cn2)CC1 (stereo not given)
    -6.7 | -4.5 | 3.5
O=C(CCc1ccc(-c2ccc(Cl)cc2)[nH]1)N1CCCn2cncc2C1
    0.1 | -7.9 | 24.3
O=C(NCC1CCN(c2ncccn2)CC1)Nc1ccccc1Cl
    -1.8 | / | -7.9
c1ccc(Oc2cc(N3CCCC3)ncn2)cc1
    -0.6 | -5.8 | /
Cc1oc(NC(=O)CCl)c(C#N)c1C
    -6.3 | 14.0 | 12.5
O=S(=O)(NCCc1nnc2ccc(SCc3ccc(C(F)(F)F)cc3)nn12)c1ccccc1
    -8.2 | -7.1 | 9.7
COc1cccc(C(=O)N(CCN2CCOCC2)Cc2nccn2Cc2cccc(Cl)c2)c1
    0.4 | -2.2 | 6.3
Cc1ccc(CN2CCC(CNC(=O)CN3CCOC3=O)CC2)o1
    -4.6 | / | 1.9
CCn1cc(C(=O)Nc2ccccn2)c(=O)c2cc(Cl)ccc21
    -2.2 | -3.5 | 1.3
COc1nc2ccccc2cc1-c1cc(F)cc(F)c1O
    -3.3 | -16.5 | 10.0
N#Cc1ccc(C=Cc2nc(-c3ccc(F)cc3)cs2)cc1
    -1.6 | -5.3 | 7.2
COc1cc2nc(/C(C#N)=C/c3ccc(N(C)C)cc3)[nH]c(=O)c2cc1OC
    -5.1 | / | -1.4
C[C@H]1[C@H](C)CC[C@]2(C(=O)O)CC[C@]3(C)C(=CCC4[C@@]5(C)C[C@@H](O)[C@H](O)[C@@](C)(CO)C5[C@H](O)C[C@]43C)[C@H]12 (stereo not given in full)
    -2.3 | -4.0 | /
Cc1ccc(C2SCCN2C(=O)Nc2ccccc2)s1 (stereo not given)
    -6.7 | -3.3 | 9.5
Nc1nc(C23CC4CC(CC(C4)C2)C3)cs1
    -1.3 | -3.8 | 7.2
CC(C)C(=O)NCc1ccc(C(=O)N2CCC3(CCOCC3)CC2)cc1
    -4.6 | / | 4.4
COc1ccccc1N1CCN(C(=O)c2csc(CSc3nnc(-c4ccccc4Cl)n3-c3ccccc3F)n2)CC1
    -2.7 | -6.2 | 13.5
C=C(C)CN1CCN(c2cc(C)nc3cc(-c4ccc(OC)c(OC)c4)nn23)CC1
    -8.9 | -8.0 | 3.3
CC(C)CCNC(=O)CSc1n[nH]c(/C=C/c2ccco2)n1
    1.5 | / | 1.5
O=S1(=O)CCC(N(Cc2cccnc2)C(=S)NC2CCCCC2)C1 (stereo not given)
    -8.2 | -17.2 | -6.3
COc1ccccc1OCCNC(=O)C1(c2ccccc2)CCN(C(C)=O)CC1
    -12.9 | / | 6.7
Cc1cccn2c(=O)nc(SCc3ccccc3F)nc12
    -11.9 | / | 3.5
COC(=O)c1[nH]c2c(c1C)C(=O)C(C(=O)OC)C(C)C2 (stereo not given)
    -12.0 | / | 13.5
CCOC(=O)c1c(C=CC(=O)c2ccc(I)cc2)ccc(OC)c1OC
    -0.3 | 8.5 | -1.1
C=Cn1cc[n+](CC(=O)c2cccs2)c1
    -4.4 | / | -1.1
CN(C)S(=O)(=O)c1ccc(C(=O)N(Cc2cccnc2)c2nc3c(F)cccc3s2)cc1
    0.0 | -1.4 | -24.6
CCn1nc(C)cc1C(=O)Nc1nnc(-c2ccno2)o1
    2.7 | 1.1 | -1.1
CN(C(=O)c1nc2ccccc2[nH]c1=O)C1Cc2ccccc2C1
    0.4 | -16.1 | 5.5
c1cnc2nc(-c3nn4c(C5CC5)nnc4s3)ccc2c1
    -6.2 | / | -0.1
Cc1ccccc1N=c1oc2ccccc2cc1-c1nc2ccccc2[nH]1
    0.0 | -0.2 | -9.0

(more compounds)
The line under a structure holds: hcGAS inh | mcGAS inh | NPYLR7 agonist
Cc1cc(Cl)c(C)c(S(=O)(=O)Oc2ccccc2C#N)c1Cl
    5.4 | / | -4.9
CC1(C(=O)NS(=O)(=O)Cc2cccc(Cl)c2)CCN1C(=O)c1ccccc1 (stereo not given)
    -5.7 | / | 0.5
COc1ccc(-c2nn(-c3ccccc3)cc2CC#N)cc1OC
    -6.4 | / | -1.2
Cc1cc(NC(=O)c2cn(C)c3c(=O)n(-c4ccc(Cl)cc4)c(=O)[nH]c23)ccc1Br
    -9.6 | / | 0.7
O=C(NCCn1ncc2c(=O)n(Cc3ccc(Br)cc3)cnc21)c1ccc(F)cc1
    -5.1 | -7.6 | -4.8
O=C(O)CCN1C(=O)CSC1c1ccccc1F (stereo not given)
    -1.3 | -4.6 | -2.8
CCCN(CC(=O)Nc1c(-c2ccccc2)c(C)nn1-c1ccc(C)cc1)C(=O)c1cc(OC)cc(OC)c1
    -9.7 | -5.8 | -0.5
Cc1noc(C)c1C(=O)Nc1nc(C(C)(C)C)cs1
    -6.2 | -9.5 | 5.3
O=C(O)C=C1C(=O)Nc2ccccc21
    -5.9 | -4.2 | -0.7
NC(=O)Cn1c(=O)n(-c2ccccc2)c(=O)c2oc3ccccc3c21
    -2.2 | -5.7 | -2.8
Cc1nc(C)c(Cc2ccccc2Cl)c(N2CCN(C(=O)C(C)(C)CCl)CC2)n1
    -3.7 | -6.3 | /
